# Assay outcomes as filed in PubChem BioAssay.
# CRFR2-BP antag: CRF-BP/CRF-R2 complex antagonism | HEK293 CRF-R2/CRF-BP, CRF-induced calcium fluorescence | inhibition, % at 11.8 µM | actives 0.59% (n = 350,000) | AID 588475;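 active = inhibition of the ligand-induced calcium signal above about 50% at the single tested concentration, limit read from the data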
# SUMO HTRF inh: inhibitors of human SUMOylation (UBC9); AID 2006; P63279; HTRF SUMOylation assay, SAE1/SAE2 + UBC9, in vitro; actives 0.36% (n = 290,000); inhibition, % at 35 µM; in the data active = inhibition above about 50%, passing the limit was not always enough; note: strong numbers were not always called active
# GalR3 antagonist: human GalR3 antagonism | O60755 | HEK293 GalR3-CNG cAMP membrane potential fluorescence; galR3 body fused to GalR1 C-terminus | inhibition, % at 3 µM | actives 0.44% (n = 360,000);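 active = inhibition above the screen-wide average plus 3 SD, cut at about 13% in these data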;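 note: forskolin and galanin both at EC90 stimulate the cells; cAMP rise reported by CNG channel membrane potential dye signal; 0% = forskolin plus galanin with DMSO and 100% = forskolin alone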
# pCIP destab: p/CIP protein destabilization; F442A p/CIP-EGFP cells, EGFP fluorescence, 16 h; actives 0.01% (n = 290,000); Q05BA5; decrease of EGFP signal, % at 10 µM;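 active = EGFP signal decrease of at least 30% at 10 µM or well 3 SD below plate mean, unless failing retest; inactive = the rest, including hits failing retest or dose response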; note: some compounds called inactive have numbers as strong as hits; many of its hits are not listed in these tables
# Target sequence (Q05BA5 1-1403): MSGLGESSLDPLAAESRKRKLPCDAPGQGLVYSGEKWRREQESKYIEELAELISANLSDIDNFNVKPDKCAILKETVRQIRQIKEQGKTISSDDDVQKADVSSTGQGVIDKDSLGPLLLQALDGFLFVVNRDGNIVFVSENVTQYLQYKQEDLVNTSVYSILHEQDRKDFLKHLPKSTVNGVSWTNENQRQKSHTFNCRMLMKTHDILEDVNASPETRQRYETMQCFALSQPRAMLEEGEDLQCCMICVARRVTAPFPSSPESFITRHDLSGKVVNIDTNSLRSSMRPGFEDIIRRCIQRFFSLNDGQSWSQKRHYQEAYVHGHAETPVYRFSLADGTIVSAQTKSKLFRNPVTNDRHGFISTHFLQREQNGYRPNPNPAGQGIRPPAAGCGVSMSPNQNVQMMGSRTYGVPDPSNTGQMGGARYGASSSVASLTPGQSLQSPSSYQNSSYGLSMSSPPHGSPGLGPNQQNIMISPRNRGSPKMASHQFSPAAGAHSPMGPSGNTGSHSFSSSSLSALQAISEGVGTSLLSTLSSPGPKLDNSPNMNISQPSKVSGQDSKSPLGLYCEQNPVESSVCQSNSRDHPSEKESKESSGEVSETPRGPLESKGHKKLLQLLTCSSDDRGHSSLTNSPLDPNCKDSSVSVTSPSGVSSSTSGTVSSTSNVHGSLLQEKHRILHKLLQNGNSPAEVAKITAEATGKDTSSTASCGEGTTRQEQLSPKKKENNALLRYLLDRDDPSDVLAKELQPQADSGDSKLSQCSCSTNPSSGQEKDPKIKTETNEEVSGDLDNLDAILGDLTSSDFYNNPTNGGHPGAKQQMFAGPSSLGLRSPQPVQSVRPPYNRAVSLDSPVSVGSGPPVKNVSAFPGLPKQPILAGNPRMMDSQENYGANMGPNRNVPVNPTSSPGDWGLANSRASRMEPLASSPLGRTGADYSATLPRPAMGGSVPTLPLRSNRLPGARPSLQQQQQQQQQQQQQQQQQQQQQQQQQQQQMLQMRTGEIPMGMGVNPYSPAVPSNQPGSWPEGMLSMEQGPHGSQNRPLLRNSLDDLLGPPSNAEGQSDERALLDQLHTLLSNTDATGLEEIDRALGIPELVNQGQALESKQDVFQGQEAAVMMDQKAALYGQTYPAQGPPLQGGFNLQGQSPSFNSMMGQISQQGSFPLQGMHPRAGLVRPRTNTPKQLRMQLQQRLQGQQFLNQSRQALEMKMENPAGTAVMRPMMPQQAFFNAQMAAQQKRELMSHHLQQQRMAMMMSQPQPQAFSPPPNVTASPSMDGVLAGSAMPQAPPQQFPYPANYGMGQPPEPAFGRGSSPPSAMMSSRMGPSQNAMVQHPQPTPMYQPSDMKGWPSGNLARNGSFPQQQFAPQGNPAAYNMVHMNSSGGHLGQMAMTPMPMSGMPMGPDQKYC
# VIM-2 inh: inhibitors of Pseudomonas aeruginosa VIM-2 metallo-beta-lactamase; purified VIM-2, nitrocefin hydrolysis, epi-absorbance fluorescence; inhibition, % at 5.6 µM; actives 0.89% (n = 290,000);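 active = inhibition above the mean of all tested compounds plus 3 SD, cutoff set per screening run, cut at about 7.5% in these data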;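 note: red hydrolysis product quenches plate fluorescence so inhibitors raise well fluorescence; 0% = enzyme with DMSO and 100% = DMSO without enzyme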
# IDE cell activ: boosts human insulin-degrading enzyme activity in HEK cells; P14735; FAbeta-B cleavage, fluorescence polarization; 0% vehicle, 100% cell-free pure enzyme wells; activation, % at 5.96 µM; actives 0.073% (n = 340,000); AID 493087;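 active = activation above the mean of all tested compounds plus 3 SD, set per screening campaign, cut at about 17% in these data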
# IDE inh: inhibitors of human insulin-degrading enzyme in cells. inhibition, % at 5.59 µM. AID 434962. HEK cells, FAbetaB cleavage, fluorescence polarization. P14735. actives 0.41% (n = 320,000);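 active = percent inhibition above the average of all tested compounds plus 3 SD, set per screening campaign, cut at about 16% in these data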;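 note: IDE supplied by intact live HEK cells; FP after avidin binding of uncleaved biotin substrate so inhibition keeps polarization high; 0% = DMSO wells and 100% = 60 µM reference IDE inhibitor Ii1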
# HCV NS3 hel inh: HCV NS3 helicase inhibition. inhibition, % at 10.9 µM. actives 0.56% (n = 290,000). NS3 helicase DNA unwinding, Cy5 molecular beacon fluorescence;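 active = inhibition above the mean of all tested compounds plus 3 SD, set per campaign, cut at about 35% in these data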;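 note: 0% = DMSO wells and 100% = thioflavine S control wells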
#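 System: NS3 helicase fragment of HCV / Schedule: 1 h at 25 °C / Control set: DMSO alone as 0% and 110 µM thioflavine S as 100% / Reagent: Cy5/quencher beacon DNA duplex and ATP to start / Technique: Cy5 fluorescence / Replication: singlicate / Evaluation: % inhibition of end-to-start signal ratio versus controls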
# IMP-1 inh: blocks Pseudomonas aeruginosa IMP-1 metallo-beta-lactamase. actives 0.45% (n = 290,000). AID 1556. inhibition, % at 5.6 µM. purified IMP-1, nitrocefin hydrolysis, epi-absorbance fluorescence;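 active = inhibition above the mean plus 3 SD of all compounds in the same screening run, cut at about 4.5% in these data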;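 note: 0% = IMP-1 with DMSO and 100% = DMSO wells lacking enzyme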
#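 system = purified recombinant IMP-1 beta-lactamase | amount = 0.2 nM IMP-1, as dispensed | medium = HEPES buffer pH 7.1 with ZnSO4 and Brij 35 | times = 25 °C, 15 min preincubation, 25 min reaction | detection = plate fluorescence quenching by hydrolysis product, ex 480/em 530 nm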
# Active calls of the source: *; nt = no result given.
# Values in the order: IDE inh	GalR3 antagonist	HCV NS3 hel inh	VIM-2 inh	IDE cell activ	IMP-1 inh	SUMO HTRF inh	CRFR2-BP antag	pCIP destab
> CCc1ccccc1NC(=O)CN1CCN(C(=O)CNC(=O)Cc2cccc3ccccc23)CC1
    2	-7	nt	nt	2	nt	nt	-5	nt
> COc1ccc2c(c1)[C@@H]1[C@H](CO2)[C@H](c2ccccc2)[C@]2(C)C(=O)NCC(=O)N12
    3	-8	nt	nt	3	nt	nt	-11	nt
> O=C(c1cccc(S(=O)(=O)N2CCOCC2)c1)N1CCCC(C(F)(F)F)C1 (centres undefined)
    -1	0	nt	nt	3	nt	nt	7	nt
> O=S(=O)(c1ccccc1)N1N=C(c2ccccc2)CC1c1ccccc1F (centres undefined)
    1	-12	-12	-3.4	0	-4.4	-14	8	-3
> Cc1nc(SCC(=O)NCc2ccco2)c2c(=O)n(C)c(=O)n(CC(C)C)c2n1
    3	nt	4	-1.9	6	-3.4	6	nt	-14
> Cc1ccc2c(c1)[C@H]1[C@H](CO2)[C@H](c2ccccc2)[C@]2(C)C(=O)N(CC3CCCO3)CC(=O)N12 (some centres undefined)
    4	4	nt	nt	2	nt	nt	1	nt
> O=S(=O)(c1ccc(-c2ccno2)s1)N1CCCCC1
    0	-5	3	-1.2	2	-2.2	12	0	0
> COc1ccc(-c2nnc(NC(=O)c3ccc([N+](=O)[O-])o3)o2)c(OC)c1
    1	-5	-12	-5.9	5	-3.2	6	-2	-12
> Cc1ccccc1C(=O)Oc1cc(N)n(S(C)(=O)=O)n1
    6	0	3	-1.3	7	-1.8	13	-36	-10
> Cc1cccc(C)c1NC(=O)CCn1cnc2ccccc2c1=O
    6	-4	8	-1.5	0	-2.9	-1	19	-6
> CSc1ccccc1C(=O)NCc1ccc2c(c1)OCO2
    2	-7	1	-2.6	0	-2.8	-14	3	0
> COC(=O)CCCCCCCCC(=O)Nc1nc2ccccc2s1
    5	-3	6	-3.9	4	-4.3	-5	-42	-11
> O=C(Nc1ccc(C(F)(F)F)cc1)C1CCCN1S(=O)(=O)c1cccc2cccnc12 (centres undefined)
    -2	-9	-6	-1.1	4	-1.4	17	-29	-20
> CC(=O)c1c(O)cc(C)n(-c2ccc(F)cc2)c1=O
    -1	-1	-4	-0.7	3	-1.3	20	-6	12
> Cc1ccc(C(=O)Nc2ccccc2SCC2CSc3nc4ccccc4c(=O)n32)cc1 (centres undefined)
    -2	0	7	-3.2	-14	-3.1	21	12	-18
> COc1ccc(-c2oc3cccnc3c2-c2ccc(OC)nc2)cc1
    0	-5	-12	0.8	-1	-2.8	-3	4	6
> CN1CCN(C(=S)c2cn(Cc3ccccc3F)c3ccccc23)CC1
    -4	-3	-27	3.6	5	1.0	-10	-11	11
> COC(=O)C1(O)CC(C(C)C)=NN1C(=O)c1ccccc1 (centres undefined)
    1	-2	0	-3.2	0	-2.6	1	36	3
> O=C(NC(=S)NNC(=O)c1ccccc1O)c1ccc(F)cc1
    -1	-9	6	0.5	-2	-6.0	-28	11	-3
> CCc1ccc(-n2c(Cn3nc(C(F)(F)F)cc3C)n[nH]c2=S)cc1
    6	-3	4	-0.2	-5	-1.1	-3	0	6

# No new results follow: an excerpt of the list.
# Values in the order: IDE inh	GalR3 antagonist	HCV NS3 hel inh	VIM-2 inh	IDE cell activ	IMP-1 inh	SUMO HTRF inh	CRFR2-BP antag	pCIP destab
> CCc1ccccc1NC(=O)CN1CCN(C(=O)CNC(=O)Cc2cccc3ccccc23)CC1
    2	-7	nt	nt	2	nt	nt	-5	nt
> COc1ccc2c(c1)[C@@H]1[C@H](CO2)[C@H](c2ccccc2)[C@]2(C)C(=O)NCC(=O)N12
    3	-8	nt	nt	3	nt	nt	-11	nt

# 9 structures out of the list, ordered by length of the SMILES, low to high:
# Values in the order: IDE inh	GalR3 antagonist	HCV NS3 hel inh	VIM-2 inh	IDE cell activ	IMP-1 inh	SUMO HTRF inh	CRFR2-BP antag	pCIP destab
> CSc1ccccc1C(=O)NCc1ccc2c(c1)OCO2
    2	-7	1	-2.6	0	-2.8	-14	3	0
> O=S(=O)(c1ccc(-c2ccno2)s1)N1CCCCC1
    0	-5	3	-1.2	2	-2.2	12	0	0
> CC(=O)c1c(O)cc(C)n(-c2ccc(F)cc2)c1=O
    -1	-1	-4	-0.7	3	-1.3	20	-6	12
> CN1CCN(C(=S)c2cn(Cc3ccccc3F)c3ccccc23)CC1
    -4	-3	-27	3.6	5	1.0	-10	-11	11
> CCc1ccc(-n2c(Cn3nc(C(F)(F)F)cc3C)n[nH]c2=S)cc1
    6	-3	4	-0.2	-5	-1.1	-3	0	6
> Cc1nc(SCC(=O)NCc2ccco2)c2c(=O)n(C)c(=O)n(CC(C)C)c2n1
    3	nt	4	-1.9	6	-3.4	6	nt	-14
> COc1ccc(-c2nnc(NC(=O)c3ccc([N+](=O)[O-])o3)o2)c(OC)c1
    1	-5	-12	-5.9	5	-3.2	6	-2	-12
> O=C(Nc1ccc(C(F)(F)F)cc1)C1CCCN1S(=O)(=O)c1cccc2cccnc12 (centres undefined)
    -2	-9	-6	-1.1	4	-1.4	17	-29	-20
> Cc1ccc2c(c1)[C@H]1[C@H](CO2)[C@H](c2ccccc2)[C@]2(C)C(=O)N(CC3CCCO3)CC(=O)N12 (some centres undefined)
    4	4	nt	nt	2	nt	nt	1	nt

# New compounds follow:
# Values in the order: IDE inh	GalR3 antagonist	HCV NS3 hel inh	VIM-2 inh	IDE cell activ	IMP-1 inh	SUMO HTRF inh	CRFR2-BP antag	pCIP destab
> COc1ccc(Oc2ccccc2C#N)cc1
    4	-5	-5	-1.2	8	-1.5	6	22	0
> NCCCC(=O)N1c2ccccc2Sc2ccc(Cl)cc21
    6	-11	-56	-3.3	2	-4.6	-30	-12	10
> Cc1cc(C(=O)CSc2nnc(-c3cccc(F)c3)n2N)c(C)n1Cc1ccc2c(c1)OCO2
    0	-6	31	4.1	-1	-0.3	-18	7	-2
> COc1cc2c(cc1OC)CN(C(=O)C1CCN(S(=O)(=O)c3ccccc3F)CC1)CC2
    5	-6	6	-0.2	6	-1.4	-8	-6	1
> CCON1C(=O)CN(C(=O)OC)C1c1ccc(Cl)cc1Cl (centres undefined)
    -2	9	9	-4.2	0	-6.1	11	-1	-4
> COC(=O)c1ccccc1NC(=O)c1ccccc1N(C)S(=O)(=O)c1ccccc1
    15	-4	-9	-3.6	5	-2.4	-11	3	-8
> CC1CCN(c2c(NCC3CCC(C(=O)N4CCCCC4)CC3)c(=O)c2=O)CC1 (centres undefined)
    0	1	-4	-4.3	4	2.1	5	12	9
> O=C(COC(=O)c1ccc(OC(F)(F)F)cc1)NCCN1C(=O)CSC1=O
    -7	-6	nt	nt	6	nt	nt	8	nt
> COc1ccccc1CCNC(=O)CSc1nc(=O)[nH]c2c1CCC2
    -4	-3	nt	nt	2	nt	nt	-2	nt
> COc1ccc(NC(=O)CSc2nc3c(c(=O)n2-c2ccc(F)cc2)SCC3)c(OC)c1
    1	0	0	-1.6	-3	-2.3	-4	-18	2
> FC(F)Sc1ccc(-n2c(-c3ccc(Cl)cc3)c[n+]3c2CCC3)cc1
    12	-5	6	0.0	7	-1.1	11	17	3
> CC(=O)c1sc(NC(=O)COc2ccc([N+](=O)[O-])cc2)nc1C
    1	-6	-3	-1.8	5	-3.1	6	-11	-3
> O=C(Nc1nc(-c2ccc3c(c2)OCCO3)cs1)C1CCCC1
    -1	-3	-5	1.9	0	0.1	-13	-10	-3
> Cc1nn(C)cc1-c1n[nH]c(=S)n1-c1ccc(Cl)cc1
    3	-3	-4	9.2*	-2	-3.4	5	3	-1
> CC1Cc2ccccc2N1C(=S)Nc1ccc(S(N)(=O)=O)cc1 (centres undefined)
    -4	0	4	-0.9	-2	-2.9	8	2	4
> O=C(CN(CC1CCCO1)C(=O)CNS(=O)(=O)c1ccc(F)cc1)NCCc1ccccc1 (centres undefined)
    1	-8	-3	-3.5	0	-3.4	-1	10	6
> Cc1ccc2[nH]c(-c3ccccc3)cc(=O)c2c1
    -1	5	3	-0.9	2	-2.0	5	10	-18
> CC(C)c1nnc(NC(=O)CCC(=O)NC2CC2)s1
    -1	4	1	-0.1	7	0.7	14	2	2
> COc1ccc(N(C(=O)c2ccco2)C(C(=O)NC2CCCC2)c2ccc(N3CCOCC3)cc2)c(OC)c1 (centres undefined)
    4	-10	9	-2.1	5	-0.9	11	53*	-8
> CC(=O)NC(CC(=O)NCCN1C(=O)S/C(=C\c2ccccc2)C1=O)c1ccccc1 (centres undefined)
    -4	-4	4	-2.6	0	-2.5	16	-22	6
> COc1ccc(-c2noc(CSc3nnc(Cc4ccccc4)n3-c3ccc(Cl)cc3)n2)cc1
    1	-10	-9	-3.6	4	-1.8	6	-19	-11
> Cc1ccc(S(=O)(=O)NC(C)C(=O)OCC(=O)N(C)c2ccccc2)cc1 (centres undefined)
    3	0	nt	nt	3	nt	nt	3	nt
> CC(=O)c1sc(Nc2nc(C)cc(C)n2)nc1C
    2	nt	9	0.1	0	-2.5	11	-4	18
> COc1ccc2c(c1)C(=NO)c1cc(OC)ccc1-2
    15	-4	-13	-1.9	0	-2.1	-12	-3	-2
> COc1cccc(CC2CC(=O)N(CCc3ccc4c(c3)OCO4)C2=O)c1 (centres undefined)
    3	4	-1	-0.1	4	-3.7	4	17	-1
> Cc1cc(/C=N/O)c(C)n1-c1ccccc1
    6	2	-8	-2.5	5	-3.4	-2	-4	4
> O=C(Nc1nccs1)c1ccccc1N=Cc1ccccc1
    1	-9	0	-0.9	4	-2.5	21	-19	15
> OCC1(Cc2ccc(F)cc2)CCCN(Cc2ccc(F)cc2Cl)C1 (centres undefined)
    0	-9	12	-0.1	7	0.6	-28	-27	2
> O=C(CCC(=O)NC1CCCCCC1)Nc1nnc(C(F)(F)F)s1
    0	-2	-2	-1.7	8	-4.2	18	8	3
> O=C(Nc1ccn(-c2ccccc2)n1)c1ccccc1Br
    -4	0	12	4.8	4	1.0	-8	-13	-2
> Cc1nc2sc(C(c3ccco3)N3CCN(c4ccccc4)CC3)c(O)n2n1 (centres undefined)
    4	nt	2	-0.1	-1	-3.4	7	-16	-8
> Cc1c(OC(C)C(=O)NCc2ccccn2)ccc2c3c(c(=O)oc12)CCC3 (centres undefined)
    2	4	1	19*	5	-0.9	7	-7	-15
> Cc1ccccc1NC(=O)NCCCCc1ccccc1
    -2	-3	-2	-2.3	-2	-2.1	5	12	2
> O=C(CNC(=O)c1cccs1)Nc1ccncc1
    -3	0	nt	nt	2	nt	nt	-2	nt
> C/C(=N/Oc1nc(C)cc(C)n1)c1ccccc1
    -3	-1	0	-4.9	3	-2.7	21	-5	-4
> CCOc1ccc(Br)cc1S(=O)(=O)Nc1ccc(N2CCOCC2)cc1
    0	-4	-5	-1.9	1	-5.8	-4	12	2
> C=C(C)Cn1c(CCNC(=O)C(C)(C)C)nc2ccccc21
    -6	-3	0	-1.3	-1	-1.8	9	1	7
> N/C(=N\OC(=O)Oc1ccccc1)c1cccc([N+](=O)[O-])c1
    5	-1	4	-3.7	0	-2.9	11	1	-18
> COc1cc(-c2nnc(COC(=O)CSCC(=O)Nc3cc(C)on3)o2)cc(OC)c1OC
    -3	3	nt	nt	-5	nt	nt	-4	nt
